# Source: PubChem BioAssay (NCI)
# NCI-60 one-dose screen, 48 h, at 10 µM unless noted. Numbers give growth in % (100 = growth as untreated, 0 = no growth, -100 = all killed).
# TK-10: TK-10 renal cancer cells. actives 3.9% (n = 81,000)
# SN12C: SN12C renal cancer cells. actives 3.8% (n = 81,000). AID 1794767
# 786-0: 786-0 renal cancer cells. actives 5.1% (n = 81,000)
# RXF 393: RXF 393 renal cancer cells; actives 6.9% (n = 77,000); AID 1794773
# A498: A498 renal cancer cells. actives 5.4% (n = 76,000)
# CAKI-1: CAKI-1 renal cancer; actives 4.7% (n = 75,000)
# DU-145: DU-145 prostate cancer. actives 4.2% (n = 81,000). AID 1794760
# ACHN: ACHN renal cancer; actives 4.9% (n = 81,000)
# UO-31: UO-31 renal cancer. actives 5.2% (n = 81,000). AID 1794768
# Active calls of the source: *; . = not tested or not shown; & = joins results of further samples. The calls were made as follows: active = growth percent below 10; inactive = the rest.
# Start of the listing, in advance:
SMILES,TK-10,SN12C,786-0,RXF 393,A498,CAKI-1,DU-145,ACHN,UO-31
Cc1ccc(S(=O)(=O)NCCCNc2cc(-c3cn(C(C)(C)C)nc3-c3cccc(F)c3)ccn2)cc1,100,78,84,80,91,84,82,95,77
O=C(Cn1nnc2ccccc21)N/N=C/c1ccc[nH]1,102,97,98,99,98,95,110,102,89
O=C(O)CNc1ccc(Cl)cc1,90,97,90,118,105,.,113,78,56
COc1ccc(C2=NN(c3nc(-c4ccc(OC)c(OC)c4)c(C#N)c(=O)n3C)C(=O)CC2)cc1,97,88,100,101,71,89,121,95,82
CC1=C(C(=O)NN)C(c2ccccc2)NC(=O)N1 (stereo not given),98,97,102,113,104,87,108,100,80
Cc1ccc(-c2cn3c(nc4ccccc43)c(-c3ccc(Cl)cc3)n2)cc1,112,93,86,93,156,145,101,102,84

# This part in full, repeating the preview:
SMILES,TK-10,SN12C,786-0,RXF 393,A498,CAKI-1,DU-145,ACHN,UO-31
Cc1ccc(S(=O)(=O)NCCCNc2cc(-c3cn(C(C)(C)C)nc3-c3cccc(F)c3)ccn2)cc1,100,78,84,80,91,84,82,95,77
O=C(Cn1nnc2ccccc21)N/N=C/c1ccc[nH]1,102,97,98,99,98,95,110,102,89
O=C(O)CNc1ccc(Cl)cc1,90,97,90,118,105,.,113,78,56
COc1ccc(C2=NN(c3nc(-c4ccc(OC)c(OC)c4)c(C#N)c(=O)n3C)C(=O)CC2)cc1,97,88,100,101,71,89,121,95,82
CC1=C(C(=O)NN)C(c2ccccc2)NC(=O)N1 (stereo not given),98,97,102,113,104,87,108,100,80
Cc1ccc(-c2cn3c(nc4ccccc43)c(-c3ccc(Cl)cc3)n2)cc1,112,93,86,93,156,145,101,102,84
Nc1nc2c(ncn2C2CCCC2)c(=O)[nH]1,102,106,111,108,71,102,116,103,101
C[C@@H]1NC(=O)[C@H](Cc2ccccc2)N(Cc2cccnc2)C1=O,95,94,90,108,63,90,108,97,89
COC(=O)C(Cc1cccc(-c2ccc(Cl)nc2)c1)NC(=O)OCc1ccccc1 (stereo not given),88,95,97,94,108,.,103,95,58
CC(=O)O[C@H]1C[C@@]2(C)[C@@H](C[C@@H](O)[C@H]3[C@@]4(C)CC[C@H](NCCN)[C@@H](C)[C@@H]4CC[C@@]32C)/C1=C(\CCC=C(C)C)C(=O)O,116,99,101,106,108,91,108,96,79
COc1cc(C(=O)/C=C/c2ccc3nc(-c4ccc(C(F)(F)F)cc4)sc3c2)cc(OC)c1OC,117,94,93,124,85,90,111,93,92
O=C(CN1C(=O)NC2NC(=O)NC21)N/N=C/c1ccccc1 (stereo not given),103,100,96,99,108,91,111,103,86

# An excerpt of these results, with bars between the fields.
molecule | TK-10 | SN12C | 786-0 | RXF 393 | A498 | CAKI-1 | DU-145 | ACHN | UO-31
COC(=O)C(Cc1cccc(-c2ccc(Cl)nc2)c1)NC(=O)OCc1ccccc1 (stereo not given) | 88 | 95 | 97 | 94 | 108 | . | 103 | 95 | 58
C[C@@H]1NC(=O)[C@H](Cc2ccccc2)N(Cc2cccnc2)C1=O | 95 | 94 | 90 | 108 | 63 | 90 | 108 | 97 | 89

# The results go on.
SMILES,TK-10,SN12C,786-0,RXF 393,A498,CAKI-1,DU-145,ACHN,UO-31
COc1cc2ccnc3c2c(c1OC)-c1ccncc1-3,113,94,99,94,107,84,119,92,74
COc1cc(-c2cc(C(=O)Nc3nc4ccc(Cl)cc4s3)nc3cc(-c4ccccc4)nn23)cc(OC)c1OC,107,98,114,100,126,100,106,101,75
CN(C)c1ccc(C2C3CC4CCCCC4N3[C@@]3(C(=O)Nc4cc(Cl)ccc43)C2C(=O)c2nc3ccccc3[nH]2)cc1 (stereo not given in full),98,76,79,40,.,60,93,72,40
CCN1[C@@H]2CC[C@H]1/C(=C\c1ccc(OC)c(OC)c1)C(=O)/C2=C/c1ccc(OC)c(OC)c1,80,51,74,62,34,61,61,53,40
CN1CC[C@@H]2[C@@]3(C)CC[C@H](O)C(C)(C)[C@@H]3CC[C@@]2(C)[C@]2(C)CC[C@@]3(CO)CCC(C)(C)C[C@@H]3C12 (stereo not given in full),117,92,81,77,97,84,103,100,68
CCCCCCNC(=O)Oc1ccc(/C(=C(\C)c2ccc(Cl)cc2)c2ccc(OCCCN(C)C)cc2)cc1,76,90,57,80,86,96,85,94,55
CCOc1ccc(N)c([N+](=O)[O-])c1,99,94,103,103,86,108,106,109,95
CCCCCCNc1nc(N2CCOCC2)c2[nH]c(NCCCCCC)nc2n1,-97*,-95*,-100*,-85*,.,-64*,-88*,-93*,-81*
O=C(NCn1c(=O)[nH]c2ccccc2c1=O)NNc1ccccc1,108,90,102,91,101,93,99,92,68
C/C(=N\O)c1ccccn1,96,91,101,108,108,95,106,105,88
C[C@H](O)C[C@H]1CC1c1ccc2ccccc2c1 (stereo not given in full),95,101,97,106,93,89,104,107,98
Cc1cc(NS(=O)(=O)c2ccc(NC(=O)COc3ccc(-c4cc5ccccc5[nH]4)cc3)cc2)no1,53,39,2.3*,-25*,43,58,19,22,26
CC(C)c1ccc2c(c1)CCC1C2CCCC1(C)NCc1ccccc1 (stereo not given),95,67,65,52,91,63,75,91,45
Cn1c(N)cc(=O)[nH]c1=S,99,107,105,126,107,92,109,97,89
O=C(Nc1ccc(OS(=O)(=O)c2ccccc2)cc1)C12CC3CC(CC(C3)C1)C2,69,63,57,27,14,55,72,78,45
C=C(C)[C@@H]1CC[C@]2(C(=O)N3CCN(C)CC3)CC[C@]3(C)[C@H](CC[C@@H]4[C@@]5(C)C/C(=C/c6cccnc6)C(=O)C(C)(C)[C@@H]5CC[C@]43C)[C@@H]12,101,58,76,52,.,80,74,72,57
Cc1ccccc1S(=O)(=O)n1cc(C(=O)C(=O)Nc2ccncc2)c2ccccc21,115,79,94,84,49,44,109,91,60
COc1cc(-n2cc(C#N)c(N)c2C(=O)c2ccc(C#N)cc2)cc(OC)c1OC,92,113,92,117,105,93,119,104,91
COC(=O)c1oc2c(F)c(-c3ccc(C)cc3)c(-c3ccccc3)c(-c3ccccc3)c2c1N,121,98,108,98,104,67,104,78,91
O=C(O)c1ccc(CNS(=O)(=O)c2ccc3ccccc3c2)cc1,109,100,106,.,102,112,94,101,95
CCCCCC(C(=O)OCC)C(=O)OCC,132,106,97,137,78,108,110,113,95
CC(=O)OC1=C(Br)CCc2ccccc21,117,97,109,102,90,91,105,88,62
CC(=S)Nc1ccccc1,109,93,104,107,103,.,103,97,82
FC(F)(F)c1nc2c(NCc3ccc(-c4ccccc4)cc3)cccc2[nH]1,79,88,85,86,49,74,81,82,57

# Some of the entries so far, with two lines to a compound:
# Values run as follows: TK-10, SN12C, 786-0, RXF 393, A498, CAKI-1, DU-145, ACHN, UO-31
> CC(=O)OC1=C(Br)CCc2ccccc21
  117, 97, 109, 102, 90, 91, 105, 88, 62
> CC(=S)Nc1ccccc1
  109, 93, 104, 107, 103, ., 103, 97, 82
> FC(F)(F)c1nc2c(NCc3ccc(-c4ccccc4)cc3)cccc2[nH]1
  79, 88, 85, 86, 49, 74, 81, 82, 57

# (continued)
SMILES,TK-10,SN12C,786-0,RXF 393,A498,CAKI-1,DU-145,ACHN,UO-31
CC1=C(C(=O)n2c3ccccc3c3ccccc32)C(c2ccc(Cl)cc2)C(C(=O)n2c3ccccc3c3ccccc32)=C(C)N1,102,96,101,109,98,71,102,93,70
COc1cc2oc(-c3cccc(NC(=O)[C@H](CCC(N)=O)NC(=O)OC(C)(C)C)c3)cc(=O)c2c(OC)c1OC,106,97,103,103,99,91,110,94,88
COc1c(O[C@@H]2OC(C)[C@@H](O)[C@H](O)C2O)cc2oc3cc(O[C@@H]4OC(C)[C@@H](O)[C@H](O)C4O)c(CC=C(C)C)c(O)c3c(=O)c2c1CC=C(C)C (stereo not given in full),83,98,94,76,92,104,102,104,96
O=C(Oc1ccc(-c2ccccc2)cc1)c1ccccc1,111,109,94,109,92,84,106,106,108
CCOC(=O)Oc1ccc(Cl)cc1,.,98,100,.,102,98,115,105,90
CCOc1cc2c(cc1OCC)C(c1cc(C)c(O)c(C)c1)NCC2 (stereo not given),107,96,94,99,88,85,111,94,73
CC(=O)N(C(C)=O)c1n[nH]c(Nc2ccccc2)c1C#N,115,110,101,123,111,93,120,106,93
COC(=O)[C@H](Cc1ccc(O)cc1)NC[C@@H](O)CN1C(=O)/C(=C\c2cc(OC)c(OC)c(OC)c2)c2ccccc21,105,102,102,111,97,97,99,101,76
CC1(C)NCCC[C@]2(C)[C@H]3CC(=O)[C@H]4[C@@H]5C[C@](C)(CO)CC[C@]5(C)CC[C@@]4(C)[C@]3(C)CC[C@@H]12,100,101,94,91,100,82,96,102,95
c1ccc(-c2ccccn2)nc1,91&96,103&91,89&106,130&101,103&99,98&98,106&111,111&116,94&102
Cc1nc(-c2cc3ccccc3oc2=O)ccc1C(=O)/C=C/c1ccc(N2CCOCC2)cc1,.,84,75,90,75,65,91,71,84
Cc1nccc2c3ccc(OCc4cn(Cc5ccc(Br)cc5)nn4)cc3n(CCCc3ccccc3)c12,101,92,67,82,91,.,92,.,71
CCN1C(=O)N(CC)C2C1N=C(SCc1ccc(Cl)cc1)N2/N=C/C=C/c1ccccc1OC (stereo not given),96,78,86,50,55,42,91,61,54
COc1cc(N=Nc2cc(Cc3ccc(N(C)C)cc3)c(N)cc2N(C)C)c2ncccc2c1,32,31,-89*,-80*,-8.3*,14,-49*,-59*,-13*
CCCN(CCC)CCCC(O)c1cccc2ccccc12 (stereo not given),106,107,109,122,112,101,133,106,88
CC1(C)OC2=C(CC1Br)C(=O)C(=O)c1ccccc12 (stereo not given),-23*,-75*,-40*,-98*,101,-62*,-95*,-92*,.
N#C/C(=C\Nc1ccccn1)C(=O)c1ccccc1,100,95,99,106,107,88,104,104,.
C(=N/NC1=NCCN1)/c1ccnc2ccccc12,94,104,99,118,.,83,106,101,88
COc1cc(CNC(=O)CCCC/C=C/C(C)C)ccc1OCc1nnc(Nc2ccccc2Br)o1,118,98,95,96,102,.,101,95,74
COc1cc(/C=N\Nc2ncc(-c3cc4cc(-c5ccccc5)ccc4o3)s2)cc(OC)c1OC,101,81,99,114,87,85,92,84,71
Nc1nc(-c2cc3ccccc3o2)cc(=O)c(=O)[nH]1,103,106,107,.,99,92,108,94,110
Cc1[nH]ncc1NC(=O)c1cncc(C#Cc2cnc3ccc(OCC4(C)COC4)nn23)c1,136,89,81,78,121,101,92,90,113
C=C(C[n+]1ccccc1)[C@@H]1CC[C@]2(COC(C)=O)CC[C@]3(C)[C@H](CC[C@@H]4[C@@]5(C)CC[C@H](OC(C)=O)C(C)(C)[C@@H]5CC[C@]43C)[C@@H]12,109,90,102,109,112,90,102,94,85
O=C(Nc1ccc(Cl)c(Cl)c1)Nc1c(Oc2ccc(Cl)c(Cl)c2)ccc(Cl)c1S(=O)(=O)O,25,36,35,-14*,-13*,12,21,61,21
Cn1cc(-c2nn3cc(-c4nccs4)nc3s2)c2ccccc21,120,77,90,79,81,84,99,75,77
COc1cc(C(=O)/C=C/c2cccnc2Nc2ccccc2)cc(OC)c1OC,-13*,-93*,-83*,-97*,.,-23*,-99*,-99*,-100*
COc1cc(N)c2c(c1N)C(=O)c1ccccc1C2=O,90,74,77,88,71,52,80,66,73
Cc1cccc(Oc2ncccc2[N+](=O)[O-])c1C,114,117,109,112,99,113,119,111,82
O=C(/C(=C\c1ccc([N+](=O)[O-])cc1)S(=O)Cc1ccc(Cl)cc1)c1ccc(Cl)cc1 (stereo not given),92,50,32,52,77,84,78,65,70
Cc1ccc(S(=O)(=O)Oc2ccc([N+](=O)[O-])cc2)cc1,101,102,97,119,89,106,117,106,79
NNC(=O)CN(CC(=O)NN)CC(=O)NN,126,106,98,111,87,104,110,101,101
